# High-throughput results from PubChem.
# Epigenetic derep: Quantitative High-Throughput Screen for Regulators of Epigenetic Control. hit rate 0.2% among 280,000. murine LDR cells, GFP reporter derepression, 30 h. Potency, µM (highest dose often 53.9 µM), for the others: at the highest dose GFP activation, usual class: activators; active = well fitted activation curve with a large enough effect; also: % of control where 0% means no effect; nearly all actives have a fitted effect of over 60% in size
#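 GFP-positive cell count by laser-scanning cytometry (objects 20–120 um) after 30 h, 37 C compound exposure of murine LDR cells; reporter is CMV-GFP integrated at a silenced locus, inducible by HDAC or DNMT inhibitors.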
# Starred values were filed as active, the others as inactive. Potency is read from the fitted curve at half-maximal effect. A portion of the library (hit frequency here may not be typical).
# Sample of the layout (3 entries):
Molecule | Epigenetic derep
COc1ccccc1OCCn1cc(C(=O)c2cccs2)c2ccccc21 | 0.4%
CCOc1ccccc1CNS(=O)(=O)c1csc(C(N)=O)c1 | -1.8%
COCCOC(=O)Cn1nnc2sc(-c3ccccc3)cc2c1=O | -0.9%

# The whole of this part, repeating the preview:
Molecule | Epigenetic derep
COc1ccccc1OCCn1cc(C(=O)c2cccs2)c2ccccc21 | 0.4%
CCOc1ccccc1CNS(=O)(=O)c1csc(C(N)=O)c1 | -1.8%
COCCOC(=O)Cn1nnc2sc(-c3ccccc3)cc2c1=O | -0.9%
CNS(=O)(=O)c1cn(CC(=O)Nc2ccc(C)cc2C)cc1S(=O)(=O)NC | -1.6%
CCOC(=O)c1c(NC(=O)COc2ccc(Cl)cc2Cl)sc2c1CCCCC2 | -1.6%
Cc1cc(C)c(Cn2c(C(O)c3ccccc3)nc3ccccc32)c(C)c1 (stereo unspecified) | -2.3%
O=S(=O)(c1ccc(F)cc1)N1CCC(n2c(C(F)(F)F)nc3cccnc32)CC1 | -1.8%
CCc1ccc2c(c1)c(=O)c(S(=O)(=O)c1ccc(F)cc1)cn2CC(=O)Nc1ccccc1OC | -1.7%
Cc1ccc2c(CC(=O)Nc3ccccc3C(F)(F)F)coc2c1C | -0.8%
CCN(C(=O)c1cn(CC)c(=O)c2cc(OC)c(OC)cc12)c1ccc(C)c(C)c1 | 0.3%
CCOC(=O)c1[nH]c2c(c1Cc1ccccc1)C(=O)CC(c1ccccc1)C2 (stereo unspecified) | 0.9%
CCN(CC)c1nc2c(S(=O)(=O)c3ccc(C)cc3)nnn2c2ccsc12 | -3.7%
CC1CCC(NC(=O)c2cc3c(Cl)nc4ccccc4c3s2)CC1 (stereo unspecified) | 0.0%
CCC(C(=O)Nc1ccc(C)c(Cl)c1)n1c(=O)c(-c2ccccc2NC(C)=O)nc2ccccc21 (stereo unspecified) | 2.0%
Cc1nc2ncnn2c(C)c1CCC(=O)NCc1ccc(Cl)cc1 | -0.3%
O=c1c2ccccc2nc(-c2ccc(Cl)cc2)n1CCCOc1ccccc1F | -1.3%
COc1ccccc1CNC(=O)CN(C)c1nn2c(=O)cc(C)nc2s1 | 0.3%
CCOc1ccc(CCNC(=O)CCc2cn(Cc3ccc(F)cc3)c3ccccc23)cc1 | -0.9%
CC(C)C(NS(=O)(=O)c1ccc2c(c1)oc(=O)n2C)C(=O)N1CCN(c2cccc(Cl)c2)CC1 (stereo unspecified) | -2.2%
Cc1ccc(CCNC(=O)c2cn(C)c3ccc(S(=O)(=O)N(C)C4CCCCC4)cc3c2=O)cc1 | 0.3%
CCOc1ccc(NC(=O)CN2C(=O)COc3ccc(S(=O)(=O)Nc4ccccc4)cc32)cc1 | -1.1%
CCOC(=O)c1ccc(NC(=O)CCc2c(C)nc3c(c(C)nn3C(C)(C)C)c2C)cc1 | -1.6%
COc1ccc(CN2CCN(c3ncnc4sc5c(c34)CCCC5)CC2)cc1F | 6.2%
COCCNC(=O)CCCn1c(SCC(=O)c2ccc(Br)cc2)nc2c(sc3ccccc32)c1=O | 0.8%
CCOC(=O)c1sc2ncn(CC(=O)Nc3ccc(OC)c(Cl)c3)c(=O)c2c1C | 0.1%

# More compounds follow.
Molecule | Epigenetic derep
CCN(CC)c1ccc(-c2nc(-c3ccccc3C)no2)cc1[N+](=O)[O-] | -3.0%
CCOc1ccc(CCNC(=O)c2nnc(Cc3ccc(Cl)cc3Cl)o2)cc1OCC | 2.8%
CCOc1ccc(NC(=O)c2cc3sc(Cl)cc3n2CC)cc1 | 0.0%
COc1cccc(-n2c(=O)c3c4c(sc3n(Cc3ccc(F)cc3Cl)c2=O)CCCC4)c1 | 0.2%
COc1ccc(NC(=O)Cn2c(SCc3c(F)cccc3Cl)nc3ccncc32)cc1OC | -2.5%
Nc1nonc1C(=O)NCCNCc1ccccc1F | 4.9%
CCCCc1ccc(-n2nc3ccc(NC(=O)c4cc5ccccc5o4)cc3n2)cc1 | -0.8%
Cc1cc(=O)n2nc(N3CCC(C(=O)NCc4ccc(Cl)cc4)CC3)sc2n1 | -0.3%
Cc1ccc(Cn2c(=O)n(Cc3ccccc3Cl)c(=O)c3ccccc32)cc1 | 2.3%
CSc1ccc(CCNC(=O)C(C)n2nc(C)c3c(C)n(-c4ccccc4)nc3c2=O)cc1 (stereo unspecified) | 2.4%
O=C(CSc1ncc(-c2ccccc2)[nH]1)Nc1cccc(C(F)(F)F)c1 | 1.9%
CCC(Sc1nc2ccncc2[nH]1)C(=O)Nc1cc(Cl)ccc1C (stereo unspecified) | -3.4%
COc1ccc(NC(=O)c2c(C)oc3ccc(O)c(CN4CCN(Cc5ccccc5)CC4)c23)cc1 | -1.9%
COC(=O)c1cc(NC(=O)Cn2nc(-c3ccccc3)c3c(c2=O)CCCC3)cc(C(=O)OC)c1 | -2.5%
O=C(Cc1ccc(Cl)cc1)Nc1ccc2oc(-c3ccccc3)nc2c1 | 10.3%
CC1CCN(c2nc3ccc(C(=O)NC(C)C)cc3s2)CC1 | -2.8%
CCc1ccccc1NC(=O)c1ccc2c(c1)CCCN2S(C)(=O)=O | -1.3%
COc1cc(C2Nc3ccccc3-c3nnc(SCc4ccc(Cl)cc4)nc3O2)ccc1OCC(=O)O (stereo unspecified) | 1.0%
Cc1ccc(OCC(=O)Nc2ccc(S(=O)(=O)Nc3ncccn3)cc2)c(C(C)(C)C)c1 | -1.6%
Cc1nc2cccnc2n1-c1cccc(C(=O)N2CCN(c3cccc(Cl)c3)CC2)c1 | -4.1%
COCCNc1oc(/C=C/c2ccc(F)cc2)nc1C#N | 11.6%
COc1cccc(NC(=O)c2c(-c3ccc(C)cc3)nnc3ccccc23)c1 | 0.7%
Cc1cc(-n2ccnc(NCCc3ccc(S(N)(=O)=O)cc3)c2=O)ccc1Br | -0.8%
Cc1cc(C)c(CSc2nnc(C)n3c2cc2occc23)c(C)c1 | 4.0%
CCOC(=O)c1ccc(NC(=O)CC2C(=O)N(c3cccc(OC)c3)C(=O)N2Cc2ccc(OC)cc2)cc1 (stereo unspecified) | 2.7%

# Remaining list, next part:
Molecule | Epigenetic derep
Cc1ccc(C2=Nc3ccccc3N=C(c3ccc(F)cc3)C2)c(O)c1 | 14.3%
CCN(Cc1ccccc1)C(=O)CCS(=O)(=O)c1cc(Br)cc2c1N(C(=O)C1CC1)CC2 | 1.8%
CCCSCCCNC(=O)C1CCCN(C(=O)c2cnn(-c3ccccc3)c2-n2cccc2)C1 (stereo unspecified) | 1.5%
CCOc1ccc(C2c3c(-c4ccccc4O)n[nH]c3C(=O)N2Cc2cccnc2)cc1OC (stereo unspecified) | 1.9%
O=C1COc2ccc(-c3cc(-c4ccc(Cl)cc4)c4c(n3)-c3ccccc3OC4)cc2N1 | -1.1%
CCc1ccc(-c2cc3c(N4CCN(c5ccccc5)CC4)nccn3n2)cc1 | 2.8%
CCN1CCN(C(=O)c2ccc3c(c2)N(Cc2ccc(Cl)cc2)C(=O)c2ccccc2S3(=O)=O)CC1 | -1.1%
Cc1cc(Cl)ccc1NC(=O)CSc1nc2c(c(=O)[nH]1)CCC2 | -3.5%
COc1cccc(CNC(=O)CCS(=O)(=O)c2cc3c4c(c2)CCN4C(=O)CC3)c1 | 1.5%
COCCCn1c(=N)c(C(=O)NC2CCCC2)cc2c(=O)n3cccc(C)c3nc21 | -0.9%
COc1ccc(C(=O)N(Cc2ccco2)Cc2ccccc2F)cc1Cl | -0.2%
COc1ccc(NC(=O)c2oc3ccccc3c2NC(=O)C23CC4CC(CC(C4)C2)C3)c(OC)c1 | -5.2%
CCOCCCn1c(SCC(=O)Nc2ccccc2Cl)nc2c(oc3ccccc32)c1=O | 9.2%
CCOC(=O)c1ccc(NC(=O)C(C)Sc2nc(=O)cc(N)n2CCc2ccccc2)cc1 (stereo unspecified) | -1.1%
CCCOc1ccc(Cn2c(=O)sc3ccccc32)cc1 | 0.8%
COc1cccc(-c2noc(COc3ccc(C(C)(C)C)cc3)n2)c1 | -1.9%
COc1cccc(NC(=O)c2oc3ccccc3c2NC(=O)COc2ccccc2C)c1 | 10.5%
O=C(Nc1ccc(OC(F)(F)F)cc1)c1cc2c(=O)n3ccccc3nc2s1 | -0.9%
Cc1ccc(C)c(Cn2c(=O)n(-c3ccc(F)cc3)c(=O)c3sc4ccccc4c32)c1 | 12.2%
CCC(=O)N1CCc2cc(S(=O)(=O)NC(CC(C)C)C(=O)NCc3cccc(OC)c3)ccc21 (stereo unspecified) | -5.9%
CC1CCN(c2nc3c(S(=O)(=O)c4ccc(Cl)cc4)nnn3c3ccsc23)CC1 | 4.5%
Cc1cccc(OCc2nc(C#N)c(NCc3ccccc3Cl)o2)c1 | -0.1%
COc1ccc(NC(=O)c2nc3nc(C)cc(C(F)F)n3n2)c(C)c1 | -1.0%
Cc1cc(C)cc(OCCn2c(CCNC(=O)C3CCCCC3)nc3ccccc32)c1 | -0.9%
Cc1ccc(NC(=O)CS(=O)(=O)c2nc(-c3ccc(C)cc3)cn2-c2ccc(C)cc2)cc1 | -3.8%

# Carrying on.
canonical_smiles,Epigenetic derep
Cc1ccccc1Cn1c2ccccc2c2cnn(CC(=O)NCc3cccc(Cl)c3)c(=O)c21,4.6%
COc1cc(OC)c(NC(=O)Cn2nc(C)n3cccc3c2=O)cc1Cl,-0.4%
Cc1cccc(NC(=O)CCS(=O)(=O)c2ccc3c(c2)n(C)c(=O)c(=O)n3C)c1C,-7.9%
Cc1ccc2oc3c(c(=O)c2c1)C(c1cccc(O)c1)N(CCCN1CCOCC1)C3=O (stereo unspecified),0.0%
CCOc1ccccc1CNC(=O)CCCn1nc(C)c2sc3ccccc3c2c1=O,0.2%
O=C(NCc1ccc(F)cc1)c1cccc(N2CCCS2(=O)=O)c1,-2.6%
Fc1ccc2c(c1)-c1nc(-c3ccccc3)cc(-c3ccccc3)c1CO2,1.1%
CC1=C(C(=O)Nc2cccnc2)C(c2ccccc2)n2nc(SCc3ccccc3Cl)nc2N1 (stereo unspecified),2.5%

# Remaining list, next part
canonical_smiles,Epigenetic derep
COc1ccc(C2=Nc3ccccc3NC(c3cccs3)=N2)cc1,0.7%
CCOC(=O)c1ccc(NC(=O)Nc2cc3c(cc2N2CCCCC2)n(CC)c(=O)n3CC)cc1,-3.1%
Cc1ccc(N2C(=O)C(CC(=O)Nc3cccc(F)c3)N(CCc3ccccc3F)C2=O)cc1 (stereo unspecified),-5.6%
COc1ccc(S(=O)(=O)NCCc2nnc3ccc(SCC(=O)Nc4cc(C)cc(C)c4)nn23)cc1,-1.8%
O=C1CSC2(C(=O)N(Cc3ccccc3F)c3ccccc32)N1c1ccc(F)cc1 (stereo unspecified),1.3%
O=C(COc1ccc2oc3c(c2c1)CCCC3)Nc1ccc(Cl)cc1,3.0%
COc1ccc(-n2c(=O)c3c(c4cc(OC)ccc4n3C)n(Cc3cc(C)ccc3C)c2=O)cc1,-2.2%
CCOC(=O)c1c(NC(=O)/C=C/c2ccc(OCC)cc2)sc2c1CCCC2,0.3%

# (listing goes on)
canonical_smiles,Epigenetic derep
CCN1C(=O)c2ccccc2S(=O)c2ccc(C(=O)NCc3ccc(F)cc3)cc21 (stereo unspecified),-1.1%
COc1ccc(S(=O)(=O)Nc2c(C)n(C)n(-c3ccccc3)c2=O)cc1Br,-1.6%
COc1ccc(CNC(=O)CN2C(=O)COc3ccc(S(=O)(=O)N4CCOCC4)cc32)cc1,0.6%
COc1cccc(CN2C(=O)c3ccccc3Sc3ccc(C(=O)NCc4ccccc4)cc32)c1,-1.3%
CCOc1ccccc1CN1CCN(S(=O)(=O)c2ccccc2)CC1,-0.8%
COc1ccc(NC(=O)c2oc3ccccc3c2NC(=O)Cc2coc3c(C)c(C)ccc23)cc1,-1.0%
CCCc1cc(=O)[nH]c(SCC(=O)N2CCN(c3ccccc3OC)CC2)n1,-1.9%
Cc1ccc(-n2nc(C)c(C(=O)NCCCN3CCN(c4cccc(Cl)c4)CC3)c2-n2cccc2)cc1,-7.1%

# Another view of part of the listing above:
Epigenetic derep | molecule
-0.8% | CCOc1ccccc1CN1CCN(S(=O)(=O)c2ccccc2)CC1
-1.6% | COc1ccc(S(=O)(=O)Nc2c(C)n(C)n(-c3ccccc3)c2=O)cc1Br
-1.9% | CCCc1cc(=O)[nH]c(SCC(=O)N2CCN(c3ccccc3OC)CC2)n1
0.6% | COc1ccc(CNC(=O)CN2C(=O)COc3ccc(S(=O)(=O)N4CCOCC4)cc32)cc1

# Carrying on.
canonical_smiles,Epigenetic derep
Cc1ccc2nc(Nc3ccc(C)c(F)c3)c3nncn3c2c1,10.3%
Cc1cc(C)cc(NC(=O)Cn2c(=O)oc3cc(S(=O)(=O)N4CCCC4)ccc32)c1,-4.3%
Cc1cc(C)cc(OCC(=O)Nc2nc(-c3ccc(F)cc3)ns2)c1,0.7%
Cc1ccc(Cl)cc1N1CCN(C(=O)C(C)n2ncn3cccc3c2=O)CC1 (stereo unspecified),3.1%
COc1ccc(CCNC(=O)Cc2c(C)c3cc(OC)c(OC)cc3oc2=O)cc1,1.9%
CCc1nnc(SCc2ccc(OC)cc2)c2cc3sc(C)cc3n12,-0.5%
Cc1cccc(-n2nc(C)c(C(=O)N3CCN(c4ccccc4)CC3)c2-n2cccc2)c1,2.3%
COc1ccc(-n2nc(C(=O)N3CCN(c4ccc(F)cc4)CC3)c3c4ccccc4n(C)c3c2=O)cc1,-0.4%
COC(=O)c1c(C)oc2c1cc(NS(=O)(=O)c1c(C)cc(C)cc1C)c1ccccc12,-1.5%
Cc1ccc(C)c(NC(=O)Cn2c(=O)n(CCC(C)C)c(=O)c3cccnc32)c1,2.7%
CC(=O)c1ccc(NC(=O)c2cnn(-c3cccc(F)c3)c2-n2cccc2)cc1,2.4%

# 3 entries from above in a different format.
Epigenetic derep	Molecule
1.9%	COc1ccc(CCNC(=O)Cc2c(C)c3cc(OC)c(OC)cc3oc2=O)cc1
-0.5%	CCc1nnc(SCc2ccc(OC)cc2)c2cc3sc(C)cc3n12
2.3%	Cc1cccc(-n2nc(C)c(C(=O)N3CCN(c4ccccc4)CC3)c2-n2cccc2)c1
